Cardio protect – myocardial damage modulation in H9c2 cells; H9c2 cardiomyocytes, H2O2 injury protection, ATPLite, 2 h; protection from H2O2 cell death, % at 20 µM; 0.63% of 360,000 active;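 active = compounds giving at least 50% protection of heart cells from peroxide-induced death in the single-dose screen, raw or plate-pattern-corrected value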;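 note: 0% = DMSO wells with peroxide and 100% = DMSO wells without peroxide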
MC4R ag barr – agonists of human melanocortin 4 receptor (MC4R) beta-arrestin; P32245; U2OS MC4R beta-arrestin complementation, luminescence; percent of melanotan II response, DMSO zero; activation, % at 8.9 µM; 0.98% of 360,000 active;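 active = activation above a per-plate cutoff, the mean activation of sample wells on that plate plus 3 SD, cut at about 8% in these data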
NOD2-RIPK2 inh – blocks binding of human NOD2 to RIPK2. O43353. CHO BLA complementation NOD2-RIPK2, CCF4 ratio. inhibition, % at 4.98 µM. 0.38% of 360,000 active. AID 624267; in the data active = inhibition above about 21%;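 note: 0% = vehicle only and 100% = reference blocker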
TLR9-MyD88 inh – inhibitors of human TLR9-MyD88 binding; AID 504734; CHO BLA complementation TLR9-MyD88, CCF4 FRET ratio; Q9NR96+Q99836; inhibition, % at 4.98 µM; 0.21% of 340,000 active;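 active = inhibition above the mean over all tested compounds plus 3 SD, cut at about 21% in these data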;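 note: 0% = DMSO only wells and 100% = clavulanate BLA inhibitor control wells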
MC4R antagonist – blocks human MC4R cAMP signaling; P32245; MC4R-expressing cells, MTII-stimulated cAMP, LANCE TR-FRET; inhibition, % at 6.5 µM; 0.48% of 360,000 active; AID 540295;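 active = inhibition above its plate's cutoff, the mean of tested wells on that plate plus 3 SD, cut at about 29% in these data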;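 note: 0% = Melanotan II alone and 100% = Melanotan II plus saturating MCL0020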
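Test system: U2OS cells stably expressing human melanocortin 4 receptor (MC4R); also added: Melanotan II challenge; compound: 6.5 µM single dose; timing: 30-min compound preincubation, 1-h Melanotan II challenge, 1-h detection, room temperature; signal: Eu-cAMP/anti-cAMP TR-FRET, emission 671 nm; repeats: one well per compound, no replicates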
ABCB6 inh 2 – blocks the human ABCB6 transporter; Q9NP58; K562-ABCB6 porphyrin accumulation, flow cytometry, 1 h; hits give low values; fluorescence ratio to DMSO, % at 10 µM; 0.19% of 360,000 active;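 active = fluorescence ratio to DMSO below 75%, the collection mean minus 3 SD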;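 note: signal is porphyrin accumulated inside mitochondria; 100% equals median channel fluorescence of DMSO control wells; lower ratio means ABCB6 inhibition with less porphyrin fluorescence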
Target sequence (Q9NP58 whole entry, looked up): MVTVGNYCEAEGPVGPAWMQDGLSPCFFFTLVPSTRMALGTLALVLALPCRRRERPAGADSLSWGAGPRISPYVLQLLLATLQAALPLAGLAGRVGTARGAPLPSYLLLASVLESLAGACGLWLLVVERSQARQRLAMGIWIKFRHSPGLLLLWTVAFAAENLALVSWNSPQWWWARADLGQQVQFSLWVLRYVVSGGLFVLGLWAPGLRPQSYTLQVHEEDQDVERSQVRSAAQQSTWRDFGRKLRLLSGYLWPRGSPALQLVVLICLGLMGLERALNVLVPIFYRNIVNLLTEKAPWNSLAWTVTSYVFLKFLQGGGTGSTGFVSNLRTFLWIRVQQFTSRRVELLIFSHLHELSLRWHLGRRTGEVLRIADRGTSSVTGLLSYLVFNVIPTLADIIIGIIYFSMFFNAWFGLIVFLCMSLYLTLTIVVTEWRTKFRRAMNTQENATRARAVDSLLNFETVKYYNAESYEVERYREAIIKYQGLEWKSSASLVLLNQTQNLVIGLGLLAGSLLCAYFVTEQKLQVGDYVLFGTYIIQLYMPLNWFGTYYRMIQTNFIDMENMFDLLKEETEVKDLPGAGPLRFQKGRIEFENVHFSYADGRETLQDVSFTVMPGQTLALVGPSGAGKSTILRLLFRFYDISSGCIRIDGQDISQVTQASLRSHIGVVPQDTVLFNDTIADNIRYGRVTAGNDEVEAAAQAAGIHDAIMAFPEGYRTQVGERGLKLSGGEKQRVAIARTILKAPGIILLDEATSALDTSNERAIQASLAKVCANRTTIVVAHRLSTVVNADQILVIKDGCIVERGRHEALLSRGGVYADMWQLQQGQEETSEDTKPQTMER
m5-HT2A agonist – agonists of mouse serotonin 5-HT2A receptor (HTR2A); 0.66% of 360,000 active; CHO-K1 mHTR2A beta-arrestin complementation, luminescence; percent of 30 µM serotonin response; AID 624169; activation, % at 7.6 µM;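 active = activation above a run cutoff, the mean activation of all tested compounds plus 3 SD, cut at about 14% in these data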;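 note: 0% = plate median of compound wells and 100% = 30 µM serotonin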
Glyco luc inh – N-linked glycosylation inhibition. D54 ERlucT glycosylation luciferase reporter, 24 h; percent of 100 nM tunicamycin response. reporter increase, % at 12.5 µM. 0.23% of 360,000 active. AID 588692;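 active = mean luciferase reporter signal, scaled so untreated is 0 and the glycosylation-blocking control 100, at or above a set limit in every replicate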;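 note: luciferase carries N-glycosylation sites so blocking glycosylation raises the light; 0% = median of neutral control wells and 100% = median of 100 nM tunicamycin wells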
ABHD5-PLIN5 inh – inhibitors of human ABHD5-perilipin-5 interaction; Split G. princeps luciferase complementation, luminescence, 4 h; Q00G26+Q8WTS1; inhibition, % at 4 µM; 0.78% of 360,000 active;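 active = inhibition above the mean inhibition across every tested compound plus 3 SD, cut at about 22% in these data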;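 note: 0% = DMSO only wells and the 100% control is not disclosed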
SRC2 inh – inhibits human steroid receptor coactivator 2. Q15596. HEK293 GAL4-SRC2 luciferase reporter, luminescence. inhibition, % at 9 µM. 0.17% of 370,000 active. AID 651957;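 active = inhibition above the mean inhibition of all tested compounds plus 3 SD, set per campaign, cut at about 52% in these data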;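 note: 0% = DMSO treated cells and 100% = cells given Gossypol at 36 µM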
An asterisk follows results filed as active; / = no result given.

cpd	Molecule	ABHD5-PLIN5 inh	TLR9-MyD88 inh	Cardio protect	SRC2 inh	MC4R ag barr	Glyco luc inh	MC4R antagonist	NOD2-RIPK2 inh	m5-HT2A agonist	ABCB6 inh 2
1	Cc1cc(C)n2c(Br)c(CSc3nc4ccccc4s3)nc2n1	-10	-5	-10	-39	-0.3	-1	-8	0	-1	101
2	Cc1noc(C)c1COC(=O)c1cc(F)c(F)cc1Cl	2	-3	-1	-5	1.0	-1	4	5	2	92
3	Fc1cccc(F)c1-n1c(CN2CCOCC2)csc1=S	2	-1	-5	-22	-2.5	2	0	-6	-1	100
4	C=CCN(c1ccccc1OC)S(=O)(=O)c1cccc(C(=O)OCC(=O)N2CCOCC2)c1	-2	0	-2	-22	-0.3	-1	3	-5	7	96
5	CC(Sc1nc2ccc(C(=O)c3ccccc3)cc2[nH]1)C(=O)O (configuration not stated)	3	10	-1	-17	-0.7	3	-1	-3	1	98
6	Cc1ccc(C)c(S(=O)(=O)Nc2ccc(-n3cnnn3)cc2)c1	4	2	0	/	-2.0	0	5	-5	0	103
7	CCC(CC)c1nnc(NC(=O)C2CC(=O)N(c3ccc4c(c3)OCCO4)C2)s1 (configuration not stated)	-3	-1	-3	-16	0.4	-2	10	1	0	102
8	C/C(=C\C(=O)C(F)(F)F)Nc1cc(C)cc(C)c1	-7	3	-4	0	-1.6	6	1	2	2	90
9	Cc1ccc(-c2c3c(nc4sc(C(N)=O)c(N)c24)CCC3)cc1	9	3	-1	50	4.5	5	4	-12	3	115
10	Cc1cc(=O)oc2cc(OCC(=O)NCc3ccco3)ccc12	4	1	3	-22	-0.5	2	2	-6	4	98
11	Cc1cc(N2CCCC2)ccc1NC(=O)CN1C(=O)NC2(CCCCC2)C1=O	-10	-1	-5	-18	-1.6	6	1	-1	3	99
12	Cc1ccc(NC(=S)N(CCCN(C)C)Cc2cc3cc4c(cc3[nH]c2=O)OCO4)cc1	9	1	11	-21	2.6	-2	-5	-8	0	103
13	CCc1ccc([C@@H]2CC=C(C(=O)O)[C@H](c3cccc(Cl)c3)N2S(=O)(=O)c2ccc(C)cc2)cc1	-2	1	1	-9	1.4	-2	19	1	0	105
14	COc1ccc(N=C2C(=O)Nc3c(C)cccc32)cc1	-1	-14	5	6	-0.9	4	8	-3	1	109
15	c1ccc(CSc2nnc(-c3cccnc3)o2)cc1	0	2	6	-51	1.4	0	7	8	0	99
16	Cc1cccc(NC(=O)CN2CCN(C(=O)C3CCCO3)CC2)c1C (configuration not stated)	-2	-5	-3	-1	-1.1	0	2	-1	-3	105
17	OC(CC#CCN1CCOCC1)(c1ccccc1)c1ccccc1	4	-14	1	-28	-0.6	1	-3	-13	-3	98
18	COc1ccc(OC)c(NS(=O)(=O)c2cc3c4c(c2)CCN4C(=O)CC3)c1	-10	-9	8	4	-3.2	-1	9	-6	-4	99
19	CC1CCN(CCCNC(=O)c2ccc3c(=O)n(Cc4ccc(Cl)cc4)c(=S)[nH]c3c2)CC1	15	9	-10	-9	13*	-3	4	13	-10	98
20	CC1C=CCC2C(=O)N(c3cccc(C(=O)N4CCCCCC4)c3)C(=O)C12 (configuration not stated)	-1	6	12	2	0.4	2	-1	-14	1	97
21	COc1ccc(/C=C/c2c(-c3ccc(OC)cc3)oc(=O)c3cc(OC)c(OC)cc23)cc1	4	-1	2	-21	-1.0	-5	-1	2	2	93
22	OC[C@@H]1CN(Cc2ccc(Cl)cc2)C[C@H](n2cnc3c(NCc4ccco4)ncnc32)O1	5	/	-5	-14	1.1	-2	-3	-4	-2	102
23	CN(C)CCCn1c(SCC(=O)N2CC(=O)Nc3ccccc32)nc2ccccc2c1=O	-5	-14	16	-8	-1.3	-1	14	-6	-3	99
24	CCC(CC)c1nnc(NC(=O)COc2ccc3c(c2)OCO3)s1	3	2	-5	-14	-1.5	3	-1	-11	-4	96
25	CCCc1cc(NCCN(C)C)n2c(nc3ccccc32)c1C#N	0	-8	4	14	-1.7	-8	9	-6	-4	99
26	Cc1nnc(NS(=O)(=O)c2ccc(Br)cc2)s1	1	0	15	1	0.4	-1	4	-10	11	98
27	COCCNC(=S)N/N=C(\C)c1ccc(O)cc1	0	-4	-9	-6	-1.0	3	1	-6	-3	99
28	Cc1ccc(NC(=O)c2ccc(C(=O)c3ccccc3)cc2)nc1	-9	1	-11	-74	-3.4	-1	-2	0	-4	91
29	O=S(=O)(c1ccc2ccccc2c1)N1C=CC(C(F)(F)F)=NCC1	3	4	-15	0	0.4	2	10	3	-3	93
30	Cc1ccc(N2CC(C(=O)Nc3nnc(SCc4ccccn4)s3)CC2=O)cc1 (configuration not stated)	-7	5	0	-24	-1.8	2	9	5	0	97
31	O=C(CN1C(=O)NC2(CCc3ccccc32)C1=O)NCC(F)(F)F (configuration not stated)	5	-9	4	3	-1.2	2	2	-6	0	82
32	COC(=O)C1=C(O)CSC1=Nc1ccc(C)cc1	3	-2	6	2	-0.5	-3	1	0	1	101
33	O=C(CNC(=O)OCc1ccccc1)NC(Cc1cnc[nH]1)C(=O)O (configuration not stated)	8	-10	4	2	-0.6	-1	-1	-10	-6	98
34	CC(C)c1cccc(C(C)C)c1NC(=O)CCl	-3	-5	-3	16	0.8	3	4	14	1	85
35	COc1ccccc1C(=O)Nc1c(C)cc(Br)cc1C	2	-4	-1	4	0.8	0	-4	-10	9	153
36	O=C(O)c1ccc(CNCc2ccc(Cl)cc2Cl)cc1	-1	-14	13	-20	-0.1	0	22	-12	4	102
37	CCCCCN(C(=O)CCC(=O)OCc1cc(C)ccc1C)c1c(N)n(CCCC)c(=O)[nH]c1=O	4	-3	2	-12	-0.6	-1	10	-1	-1	99
38	Cc1cccc(Nc2nnc(SCC(=O)NCC3CCCO3)s2)c1C (configuration not stated)	3	-7	-4	-67	-2.7	-2	-5	1	-3	96
39	O=C1c2ccccc2CCC1C(O)c1ccccn1 (configuration not stated)	7	-3	-1	-21	-0.9	0	4	-1	1	90
40	COC(=O)c1ccc(NS(=O)(=O)c2ccc3c(c2)n(C)c(=O)n3C)cc1	0	-3	-5	-44	0.3	4	11	0	5	99
41	CCOc1ccc(CC(=O)N/N=C(\C)c2cccnc2)cc1	-2	11	-5	5	-0.8	1	-4	8	-3	98
42	COc1cc(/C=N/NC(=O)CCc2ccccc2)ccc1O	-2	-5	-2	-22	-1.5	-1	-6	-6	-3	92
43	Cc1ccc(-c2noc(CN3CCN(Cc4ccccc4)CC3)n2)cc1	2	0	-7	-4	1.8	0	1	-5	1	97
44	COc1cc(NC(C)CCCN)c2ncccc2c1Oc1ccccc1 (configuration not stated)	6	6	-10	6	-1.2	-4	-7	-1	-2	104
45	Cc1cc(NC(=O)CSc2nnc(-c3ccco3)n2CC2CCCO2)no1 (configuration not stated)	-1	0	8	-16	-0.9	0	10	4	-1	100
46	CCN(CC)Cc1csc2ccc(Br)cc12	2	-13	-2	1	-2.8	1	6	3	-7	108
47	CCOc1ccccc1N=Cc1c(O)n(C)c(=O)n(C)c1=O	3	-6	11	-11	-0.5	3	-3	-10	-4	99
48	COC(=O)c1ccc(CSc2ccc3nnc(-c4ccc(F)cc4)n3n2)o1	-4	-11	28	-18	-1.8	6	-5	-2	-4	90

Another view of part of the listing above:
(39) O=C1c2ccccc2CCC1C(O)c1ccccn1 (configuration not stated)
(40) COC(=O)c1ccc(NS(=O)(=O)c2ccc3c(c2)n(C)c(=O)n3C)cc1

assay / entry,39,40
ABHD5-PLIN5 inh,7,0
TLR9-MyD88 inh,-3,-3
Cardio protect,-1,-5
SRC2 inh,-21,-44
MC4R ag barr,-0.9,0.3
Glyco luc inh,0,4
MC4R antagonist,4,11
NOD2-RIPK2 inh,-1,0
m5-HT2A agonist,1,5
ABCB6 inh 2,90,99

Continued.
cpd	Molecule	ABHD5-PLIN5 inh	TLR9-MyD88 inh	Cardio protect	SRC2 inh	MC4R ag barr	Glyco luc inh	MC4R antagonist	NOD2-RIPK2 inh	m5-HT2A agonist	ABCB6 inh 2
49	COc1ccc(C/C(N)=N/OC(=O)Cc2ccccc2)cc1OC	-1	3	6	-2	1.8	1	-1	7	6	110
50	COc1ccccc1CN(C)CC(=O)Nc1ccc(Cl)cc1F	-10	-3	-7	17	3.3	-1	6	-3	-17	93
51	Cn1c(=O)c2c(ncn2CC(N)=O)n(C)c1=O	2	-3	-7	-3	1.5	2	-2	-5	11	97
52	O=C(CSc1nc2nccnc2c(=O)n1Cc1cccs1)Nc1ccccc1	-5	-9	16	14	1.8	-3	11	2	2	97
53	CN(C)S(=O)(=O)c1ccc(F)c(C(=O)Nc2ccccc2C(=O)NC2CC2)c1	3	-14	0	-54	1.9	-1	3	-15	-4	90
54	CC(=O)Nc1ccc(Nc2nc(C)cc(C)n2)cc1	-2	-11	-3	10	-1.1	2	-3	-5	5	107
55	O=C(COC(=O)C1CC2CCCC(C1)C2=O)Nc1ccc(F)c(Cl)c1 (configuration not stated)	4	-9	-4	8	0.6	3	2	-3	1	95
56	COc1ccc(NC(=O)COC(=O)c2cc([N+](=O)[O-])ccc2N2CCOCC2)cc1	1	-19	2	-16	-3.0	-2	18	-3	6	103
57	C[C@@H](C(=O)N[C@H](C(=O)O)c1ccccc1)n1nnc2ccccc2c1=O	2	6	-4	7	1.0	0	16	-1	-5	94
58	O=C(NCCOC(=O)Nc1cccc2ccccc12)OCc1ccccc1	-1	-1	-2	1	-1.0	0	-2	-1	0	96
59	Cc1cc(C(=O)COC(=O)[C@H](C)NC(=O)c2ccco2)c(C)n1Cc1ccco1	1	0	-8	6	-1.6	1	5	-11	-5	94
60	CC(C)(C)c1ccc(-c2n[nH]c(=S)n2Cc2ccccc2)cc1	-20	8	-13	-11	1.7	-4	12	-1	6	94
61	COCCC(=O)N1CCC(Oc2ccc(C(=O)N3CCCCC3COC)cc2)CC1 (configuration not stated)	3	-3	1	2	-1.2	-1	3	2	1	96
62	O=C(CCCl)N1c2ccccc2C=Cc2ccccc21	5	11	-2	6	-1.0	-7	6	-17	8	105
63	CC(NC(=O)COC(=O)Cc1ccc(-c2ccccc2)cc1)c1ccccc1 (configuration not stated)	0	2	-6	-3	-0.9	-1	8	1	1	94
64	COc1ccc(CN2CCNC(=O)C2CC(=O)N2CCCCO2)cc1OC (configuration not stated)	6	-3	-2	-9	-1.3	1	-3	-10	10	96
65	O=C(O)CNC(=O)/C=C/c1ccc(Cl)cc1Cl	1	-10	-4	-28	-2.1	2	-2	-12	1	90
66	Cc1ccc(N2CC(C(=O)OCc3ccccc3)CC2=O)cc1 (configuration not stated)	5	-8	7	-1	-1.1	3	8	7	0	/
67	COc1ccc(C(=O)/C=C/c2ccc(OC3CSC3)cc2)cc1	11	10	-13	-2	-0.4	4	2	1	-4	93
68	Cc1ccc(SCCOCCN2CCc3ccccc3C2)cc1	8	0	-8	11	1.8	-2	-2	-1	-5	96
69	CCNC(=O)CC1C(=O)N(CC)C(=S)N1NC(=O)c1ccc(Cl)cc1 (configuration not stated)	-9	6	-2	7	-2.1	1	2	-4	4	97
70	COc1ccc(N2CCN(C(=O)c3cccc(S(=O)(=O)N4CCc5ccccc54)c3)CC2)cc1	8	3	-12	4	-2.2	-5	7	2	6	96

High-throughput results from PubChem.

An excerpt (hit frequency here may not be typical).
